KB-3-1 cytotox: kills parental KB-3-1 adenocarcinoma cells | KB-3-1 viability, CellTiter-Glo ATP luminescence, 72 h | Potency, µM (titrated, usually from 46.1 µM), without a hit: at the top dose activity change, negative = cytotoxic, usual class: cytotoxic | 400,000 tested, 1.4% active | AID 1347075; note: potency is the fitted concentration of half-maximal effect; % is set by controls: 0 for no effect and ±100 for the full control effect; nearly all actives have a fitted effect of over 60% in size
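Cells are dispensed, compounds pinned in, plates held at 37 °C for 72 h, then CellTiter-Glo is added and luminescence read after 10 minutes. Cell line: parental KB-3-1 in phenol-red-free DMEM, 10% FBS.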
HT1080 IDH1KD tx: toxicity to HT-1080 IDH1 knockdown cells (counter line); AID 686971; HT-1080 IDH1 knockdown viability, ATP luminescence, 48 h; 360,000 tested, 2% active; Potency, µM (series often up to 46.1 µM), for the others: at the top dose activity, negative = toxicity, usual class: cytotoxic;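 note: potency is the fitted concentration of half-maximal effect; 0% = DMSO wells and -100% = cell-free medium wells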
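Knockdown cells (IDH1KD HT-1080) received compounds 2 h after plating at 750 cells/well and were kept 48 h at 37 °C in 5% FBS RPMI. A CellTiter-Glo luminescence read gave % activity for curve fitting.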
MCF10A rereplic: induces DNA re-replication in MCF 10a normal breast cells; MCF 10A DNA re-replication, Hoechst nuclear intensity, 48 h; Potency, µM (highest dose often 46.1 µM), without a hit: top-dose activity, positive = re-replication, most hits filed as activators; 350,000 tested, 2.9% active; AID 624296; note: potency is the fitted concentration of half-maximal effect; % of control where 0% means no effect; nearly all actives have a fitted effect of over 50% in size
KB-V1 MDR tox: KB-V1 MDR subline cytotoxicity | KB-V1 MDR cells viability, CellTiter-Glo, 72 h | Potency, µM (top dose mostly 46.1 µM), for the others: at the top dose activity change, negative = cytotoxicity, most hits filed as cytotoxic | 400,000 tested, 3.4% active | AID 1347076; note: potency is the fitted concentration of half-maximal effect; % is set by controls: 0 for no effect and ±100 for the full control effect; nearly all actives have a fitted effect of over 60% in size
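Readout: CellTiter-Glo luminescence, 10 min after addition. Cells: KB-V1 MDR subline, 72 h at 37 degrees C with compound. Analysis: corrected, normalized data fitted to concentration-effect curves.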
HT1080-NT tox: kills 2HG-producing HT-1080-NT fibrosarcoma cells; 360,000 tested, 1.6% active; HT-1080-NT fibrosarcoma viability, CellTiter-Glo ATP luminescence, 48 h; Potency, µM (top dose mostly 46.1 µM), for the others: at the top dose activity, negative = less viability, usual class: cytotoxic;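 note: NT is the 2HG producing partner of a matched IDH1 knockdown line; potency is the fitted concentration of half-maximal effect; 0% = DMSO-treated cells and -100% = media-only wells without cells; nearly all actives have a fitted effect of over 55% in size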
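HT-1080-NT; 750 cells/well; 5% FBS RPMI; 48 h compound, 37 degrees C; CellTiter-Glo luminescence; curve fitting and curve-class assignment.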
ATXN2 expr inh: ATXN2 expression inhibition | Potency, µM (highest dose often 57 µM), without a hit: at the top dose activity change, negative = inhibition, actives largely listed as inhibitors | 360,000 tested, 0.72% active | HEK-293 ATXN2-luciferase reporter, luminescence, 24 h | AID 1745845; note: potency is the fitted concentration of half-maximal effect; % is set by controls: 0 for no effect and ±100 for the full control effect; nearly all actives have a fitted effect of over 55% in size
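ATXN2-luciferase reporter cells (luciferase flanked by upstream and downstream ATXN2 gene portions) were treated 24 h at 37 °C with compounds at up to 57 uM. SteadyGlo luminescence gave expression; GF-AFC fluorescence gave viability.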
SW480 rereplic: induces DNA re-replication in SW480 colon adenocarcinoma cells; SW480 DNA re-replication, Hoechst DNA content imaging, 48 h; Potency, µM (top dose mostly 46.1 µM), inactives show at the top dose re-replication activation, actives largely listed as activators; 340,000 tested, 1.8% active; note: potency is the fitted concentration of half-maximal effect; % of control where 0% means no effect; nearly all actives have a fitted effect of over 55% in size
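Per well, 250 cells were exposed to pinned compound for 48 hr. Nuclear DNA was visualised with Hoechst (40 min, 37 C) and total object intensity recorded by fluorescence scanning.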
WRN inhibitor: blocks human WRN helicase; WRN helicase unwinding, fluorescent forked duplex, kinetic; Potency, µM (doses to about 114 µM), without a hit: at the top dose activity change, negative = inhibition, usual class: inhibitors; AID 651768; 360,000 tested, 0.46% active; note: potency is the fitted concentration of half-maximal effect; % is set by controls: 0 for no effect and ±100 for the full control effect; nearly all actives have a fitted effect of over 55% in size
Target sequence (Q14191 whole entry, looked up): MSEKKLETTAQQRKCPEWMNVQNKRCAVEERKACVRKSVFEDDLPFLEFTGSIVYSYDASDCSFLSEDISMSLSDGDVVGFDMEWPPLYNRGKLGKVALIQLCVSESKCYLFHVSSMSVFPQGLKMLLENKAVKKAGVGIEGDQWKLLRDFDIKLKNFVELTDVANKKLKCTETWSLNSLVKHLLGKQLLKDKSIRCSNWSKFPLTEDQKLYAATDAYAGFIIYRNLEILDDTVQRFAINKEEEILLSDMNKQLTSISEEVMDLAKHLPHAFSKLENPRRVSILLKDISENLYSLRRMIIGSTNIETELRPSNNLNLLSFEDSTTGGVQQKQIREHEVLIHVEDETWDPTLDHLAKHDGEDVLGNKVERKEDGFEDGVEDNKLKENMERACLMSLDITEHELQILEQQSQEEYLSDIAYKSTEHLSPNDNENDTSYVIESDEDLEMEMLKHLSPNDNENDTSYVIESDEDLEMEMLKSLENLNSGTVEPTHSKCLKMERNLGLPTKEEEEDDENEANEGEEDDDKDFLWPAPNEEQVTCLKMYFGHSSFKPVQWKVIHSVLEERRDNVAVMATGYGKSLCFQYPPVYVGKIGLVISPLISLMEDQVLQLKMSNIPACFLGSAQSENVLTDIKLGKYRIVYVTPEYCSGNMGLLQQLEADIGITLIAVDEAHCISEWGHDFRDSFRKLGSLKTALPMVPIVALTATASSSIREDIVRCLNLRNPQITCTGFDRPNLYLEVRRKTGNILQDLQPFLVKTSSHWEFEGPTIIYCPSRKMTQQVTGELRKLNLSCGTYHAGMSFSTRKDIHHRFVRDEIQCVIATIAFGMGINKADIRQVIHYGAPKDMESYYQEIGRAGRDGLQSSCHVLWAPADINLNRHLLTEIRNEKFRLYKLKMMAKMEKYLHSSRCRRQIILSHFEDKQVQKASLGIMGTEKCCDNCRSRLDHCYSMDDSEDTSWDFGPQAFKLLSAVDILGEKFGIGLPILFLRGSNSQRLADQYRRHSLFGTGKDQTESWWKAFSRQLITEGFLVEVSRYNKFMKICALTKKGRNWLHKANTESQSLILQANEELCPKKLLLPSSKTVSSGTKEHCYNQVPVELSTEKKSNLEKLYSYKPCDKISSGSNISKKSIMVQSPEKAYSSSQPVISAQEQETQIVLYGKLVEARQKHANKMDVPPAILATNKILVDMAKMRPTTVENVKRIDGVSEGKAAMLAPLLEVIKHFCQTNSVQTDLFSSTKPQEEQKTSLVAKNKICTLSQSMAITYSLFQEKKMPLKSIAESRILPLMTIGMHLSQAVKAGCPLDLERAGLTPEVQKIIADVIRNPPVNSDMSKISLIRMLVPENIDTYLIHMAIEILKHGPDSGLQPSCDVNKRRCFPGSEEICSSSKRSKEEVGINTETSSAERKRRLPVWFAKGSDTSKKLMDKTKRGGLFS
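WRN at 20 nM final preincubated with compound 15 min at room temperature; reaction started with 100 nM fluorophore/quencher forked duplex oligonucleotide and 2 mM ATP final. Unwinding followed kinetically by red fluorescence (ex 525, em 598 nm).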
IL-1B inflam inh: inflammasome signaling inhibition, IL-1 beta readout. 360,000 tested, 4.7% active. AID 743279. activity change, % at 57.5 µM. THP-1 LPS/ATP IL-1B secretion, AlphaLISA, 16 h; hits give low values; in the data active = activity change below about -50%; inconclusive = mostly about -30% to -49%; note: % is set by controls: 0 for no effect and ±100 for the full control effect
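Secreted IL-1B measured by AlphaLISA bead assay after 16 h compound exposure of THP-1 cells; compounds (final up to 57.5 uM) added 1 h before LPS (250 ng/mL) and ATP (1.25 mM) stimulation; lower signal means less secretion.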
Active calls of the source: *; ? = inconclusive; / = not tested or not shown; [ ] = another dose, or the depositor's remark. Unless noted, calls come from the whole dose curve; as a rule, active = well fitted curve in the direction sought with a large enough effect; inconclusive = small, poorly fitted or top-dose-only effect, or another doubt; inactive = no such curve, though single readings can be large; an effect the other way counts as inactive or inconclusive.

Compound	KB-3-1 cytotox	HT1080 IDH1KD tx	MCF10A rereplic	KB-V1 MDR tox	HT1080-NT tox	ATXN2 expr inh	SW480 rereplic	WRN inhibitor	IL-1B inflam inh
CC1(C)CC(=O)C2=C(C1)N(c1ccccc1)C(=O)C2(O)C(F)(F)F (stereo not drawn)	-7%	1%	19%	?	1%	-2%	0%	-21%	4
CCOc1ccc2[nH]cc(C(=O)NCc3ccccc3)c(=O)c2c1	-21%	-2%	3%	-15%	-13%	/	0%	7%	-10
Cc1ccc(C(=O)OCC(=O)Nc2ccc(C(N)=O)cc2)s1	-21%	-1%	2%	18%	-6%	8%	-9%	5%	0
O=S(=O)(NCc1cccc(C(F)(F)F)c1)NCc1ccccc1F	14%	-4%	-11%	3%	-11%	1%	-18%	2%	16
O=C1C(c2ccccc2)NC(=S)N1C1CCCCC1 (stereo not drawn)	2%	-1%	1%	-1%	0%	/	-5%	-1%	15
CCOC(=O)c1c(NC(=O)CSc2nncn2C)sc(C)c1C	9%	8%	-3%	?	8%	0%	-7%	0%	18
COc1ccc(C2C(C#N)=C(N)Oc3cc4c(cc32)OCO4)cc1 (stereo not drawn)	6%	-23%	21µM*	-8%	-21%	-26%	?	-11%	0
CCOC(=O)C(C)c1c(C)[nH]c(=S)[nH]c1=O (stereo not drawn)	1%	1%	19%	17%	-1%	-7%	0%	-2%	19
Cc1cc(NCCCOC(C)C)n2c(nc3ccccc32)c1C#N	0%	1%	?	-21%	0%	/	5%	-4%	-7
COC(=O)C1=C(C)N(Cc2ccco2)C(=O)N[C@H]1c1cccc(C(F)(F)F)c1	2%	-3%	-8%	-3%	-2%	-19%	-6%	5%	?
CC1CCCC(NC(=O)COC(=O)CCSc2ccccc2)C1C (stereo not drawn)	0%	16%	1%	0%	-6%	-38%	-6%	-5%	-6
CCn1nnnc1SCC(=O)c1ccc(C)cc1	2%	2%	0%	-25%	5%	34%	-4%	-8%	-6
O=C(c1cc2ccccc2oc1=O)N(Cc1ccccc1F)C1CCS(=O)(=O)C1 (stereo not drawn)	17%	9%	-1%	1%	3%	24%	-4%	-6%	-4
c1ccc(-n2cc(CN3CCCC(CN4CCCC4)C3)c(-c3ccc4c(c3)OCO4)n2)cc1 (stereo not drawn)	-3%	?	?	1%	-28%	/	?	5%	0
Cc1nc2c(C(=O)N3CCCC3)cnn2c(C)c1Cc1c(F)cccc1Cl	0%	4%	2%	23µM*	7%	8%	1%	1%	-2

(continued)
Compound	KB-3-1 cytotox	HT1080 IDH1KD tx	MCF10A rereplic	KB-V1 MDR tox	HT1080-NT tox	ATXN2 expr inh	SW480 rereplic	WRN inhibitor	IL-1B inflam inh
Cc1ccc(S(=O)(=O)N2CCN(S(=O)(=O)N3CCOCC3)CC2)cc1C	2%	3%	0%	2%	9%	0%	3%	11%	9
Cc1ccc(S(=O)(=O)NCCC(=O)OCC(=O)N(C)c2ccccc2)cc1	13%	6%	4%	17%	-3%	5%	4%	5%	15
NC(=S)N=Nc1c(O)[nH]c2ccc(F)cc12	-3%	5%	-1%	?	28%	5%	-7%	-17%	7
C=C(C)C(COc1c2occc2cc2ccc(=O)oc12)OC(C)(C)C(O)COc1c2occc2cc2ccc(=O)oc12 (stereo not drawn)	0%	3%	-10%	5%	5%	-16%	?	0%	-4
O=C(COC(=O)Cc1c(Cl)cccc1Cl)NCc1ccco1	-1%	-4%	-1%	0%	-1%	/	-3%	-8%[11.6 µM]	-16
CC[C@@H](C)[C@@H]1CN([C@@H](CN2CCC[C@H]2CN2C(N)=NC[C@@H]2Cc2ccccc2)C(C)C)C(=N)N1CCCC1CCCC1	0%	1%	0%	22%	4%	4%	5%	-7%	?
C[C@]12c3[nH]c4ccc(Cl)cc4c3CCN1C(=O)[C@@H](CC(=O)NCC13CC4CC(CC(C4)C1)C3)C[C@@H]2C(=O)N1CCCCC1	0%	8%	-1%	0%	4%	?	-4%	3%	-60*
Cc1ccc(S(=O)(=O)C2(C(=O)NC3CCCC3)CC2)cc1	11%	11%	9%	0%	2%	9%	-13%	-1%	-8
CCc1ccc(C2CC3C(CN2S(=O)(=O)c2ccc(C)cc2)C(=O)CC(c2ccc(CC)cc2)N3S(=O)(=O)c2ccc(C)cc2)cc1 (stereo not drawn)	?	6%	/	-17%	12%	/	/	6%	5
O=C(O)c1cccc(NC(=O)c2cn(-c3ccccc3)nc2-c2ccc(F)cc2)c1	-2%	-2%	?	?	-3%	22%	?	-1%	12
COc1ccc(Br)cc1S(=O)(=O)N1CCN=C1C	6%	1%	0%	14%	-12%	-6%	-5%	-3%	-9
CC(=O)N1CCCC(C(=O)c2ccc(Oc3ccccc3)cc2)C1 (stereo not drawn)	-15%	16µM*	0%	?	23µM*	-10%	1%	2%	?
Cc1cc(C)nc(SCc2cn3c(C)cc(C)nc3n2)n1	3%	9%	?	1%	29%	-1%	?	0%	6
O=C1NCCN1CCNc1nc(NCC2CC2)nc2cc(-c3ccccc3)sc12	0%	?	/	-1%	?	-11%	/	6%	/
CC(=O)c1ccc(N2CCN(C(=O)COc3ccc4c(c3)CCC4)CC2)cc1	-26%	3%	-31%	-10%	-1%	?	-6%	-18%	12

Entries of single compounds, looked up by structure. Screens in order: KB-3-1 cytotox, HT1080 IDH1KD tx, MCF10A rereplic, KB-V1 MDR tox, HT1080-NT tox, ATXN2 expr inh, SW480 rereplic, WRN inhibitor, IL-1B inflam inh
Record of CC1(C)CC(=O)C2=C(C1)N(c1ccccc1)C(=O)C2(O)C(F)(F)F (stereo not drawn) = -7%, 1%, 19%, ?, 1%, -2%, 0%, -21%, 4
Record of Cc1cc(C)nc(SCc2cn3c(C)cc(C)nc3n2)n1 = 3%, 9%, ?, 1%, 29%, -1%, ?, 0%, 6

Next part:
Compound	KB-3-1 cytotox	HT1080 IDH1KD tx	MCF10A rereplic	KB-V1 MDR tox	HT1080-NT tox	ATXN2 expr inh	SW480 rereplic	WRN inhibitor	IL-1B inflam inh
Cc1oc(CC(C)C)c(CN)c1C(=O)O	0%	11%	-12%	16%	7%	10%	2%	-12%	11
O=C(Nc1ccc(Cl)cc1)Nc1nnc(CSc2ccc(Cl)cc2)s1	?	30%	?	?	17%	?	?	2%	-58*
COc1ccc(C)cc1NC(=O)COC(=O)C1CCN(C(=O)c2ccc(Cl)cc2)CC1	3%	22%	3%	18%	17%	1%	-3%	-2%	23
Cn1c(SCC(=O)Nc2ccc(Cl)cc2)nnc1C1CC1	-4%	-19%	7%	-21%	4%	-1%	-9%	-2%	-7
O=C(/C=C/c1c(Cl)cccc1Cl)Nc1ccncc1	?	-1%	14%	-11%	13%	27%	-4%	-3%	-60*
CCC(C)c1ccc(NC(=O)NCc2cccnc2)cc1 (stereo not drawn)	5%	?	9%	?	-26%	15%	-2%	6%	9
COc1ccc(OCC(=O)N2CCN(C(=O)Cc3ccccc3)CC2)cc1	3%	5%	10%	?	15%	-8%	-4%	9%	0
Cc1ccccc1CSc1ccc(-c2ccc3c(c2)OCO3)nn1	0%	1%	4%	-27%	-10%	42%[activator]	-265%[inhibitor]	-4%	-10
CCOC(=O)C1CCN(C(=O)c2cc3cc(Br)ccc3oc2=O)CC1	1%	4%	-4%	5%	19%	6%	5%	-1%	-2
Cc1ccc(C(=O)COC(=O)c2cccs2)cc1	18%	16%	9%	20%	9%	71%[activator]	-1%	3%	-9
CC(=O)c1ccc2cc3c(cc2c1)OCO3	0%	1%	/	3%	-1%	/	/	14%	0
COC(=O)[C@@H](NC(=O)NCc1ccc(F)cc1)C(C)C	28%	10%	-7%	-3%	8%	3%	-5%	3%	11
Cc1ccccc1-c1cc(C(=O)NCc2ccc(OC(F)(F)F)cc2)nn1CC1CC(c2cccc([N+](=O)[O-])c2)=NO1 (stereo not drawn)	0%	6%	?	9%	3%	-13%	-13%	-1%	?
O=C(Cn1c(=S)nc2ccccn21)N1CCc2ccccc2C1	16%	10%	-13%	4%	14%	33%[activator]	-4%[9.22 µM]	-4%	0
CN(C)C(=O)NC1C=CS(=O)(=O)C1 (stereo not drawn)	15%	1%	7%	10%	13%	8%	6%	3%	9

Next section.
Compound	KB-3-1 cytotox	HT1080 IDH1KD tx	MCF10A rereplic	KB-V1 MDR tox	HT1080-NT tox	ATXN2 expr inh	SW480 rereplic	WRN inhibitor	IL-1B inflam inh
COc1ccc(C2=NOC(C(=O)Nc3ccc4c(c3)OCCO4)C2)cc1OC (stereo not drawn)	2%	1%	6%	2%	7%	0%	-3%	1%	?
CCc1nnc(NC(=O)CSc2nnc(COc3cccc(C)c3)o2)s1	21%	-8%	0%	8%	-9%	-25%	-6%	-3%	61
CCOC(=O)NN1C(=O)c2ccccc2NC12CCCC2	-1%	10%	-10%	-2%	14%	10%	0%	11%	16
O=C(CC(=O)Nc1ccccc1[N+](=O)[O-])Nc1ccccc1[N+](=O)[O-]	1%	-11%	2%	-6%	-1%	-20%	2%	6%	-64*
Cc1ccc(OC(=O)CCNC(=O)c2ccccc2Cl)c(Br)c1	2%	4%	1%	-1%	21%	-5%	-157%[inhibitor]	-8%	-9
CCCN(C(=O)CSCc1ccccc1C)c1c(N)n(Cc2ccccc2)c(=O)[nH]c1=O	7%	-15%	0%	6%	1%	-1%	2%	3%	-13
O=C(CSc1nc2c(c(=O)[nH]1)CN(Cc1ccc(F)cc1)CC2)Nc1ccc(F)cc1	-5%	3%	24%	-1%	7%	-1%	?	-2%	13
